Bioassay records (PubChem BioAssay)
Diaphorase inh – diaphorase inhibition or chemical oxidation counter-screen | inhibition, % at 20 µM | diaphorase resazurin-to-resorufin fluorescence, NADH, 16 min; bacterial (C. kluyveri) enzyme, not human | 0.69% of 190,000 active;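 active = primary screen inhibition at 20 µM above a set limit, cut at about 50% in these data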;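 note: plate controls were DMSO with full reaction for no effect and wells lacking NADH for full effect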
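Assay system – diaphorase enzyme from Clostridium kluyveri · Amount – diaphorase 0.14 U/mL (working solution) · Times – reaction incubation of 16 min at room temperature · Controls – No-NADH positive control and DMSO neutral control · Signal – resorufin fluorescence 544/590 nm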
PPARg SRC-3 ag – agonists of human PPARgamma SRC-3 coactivator recruitment | P37231 | biochemical PPARgamma/SRC-3 coactivator recruitment assay | activation, % at 8 µM | 0.26% of 200,000 active; in the data active = activation above about 23%;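 note: 0% = DMSO and 100% = reference agonist; some compounds past the cut are filed as inactive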
Target sequence (P37231 whole entry, looked up): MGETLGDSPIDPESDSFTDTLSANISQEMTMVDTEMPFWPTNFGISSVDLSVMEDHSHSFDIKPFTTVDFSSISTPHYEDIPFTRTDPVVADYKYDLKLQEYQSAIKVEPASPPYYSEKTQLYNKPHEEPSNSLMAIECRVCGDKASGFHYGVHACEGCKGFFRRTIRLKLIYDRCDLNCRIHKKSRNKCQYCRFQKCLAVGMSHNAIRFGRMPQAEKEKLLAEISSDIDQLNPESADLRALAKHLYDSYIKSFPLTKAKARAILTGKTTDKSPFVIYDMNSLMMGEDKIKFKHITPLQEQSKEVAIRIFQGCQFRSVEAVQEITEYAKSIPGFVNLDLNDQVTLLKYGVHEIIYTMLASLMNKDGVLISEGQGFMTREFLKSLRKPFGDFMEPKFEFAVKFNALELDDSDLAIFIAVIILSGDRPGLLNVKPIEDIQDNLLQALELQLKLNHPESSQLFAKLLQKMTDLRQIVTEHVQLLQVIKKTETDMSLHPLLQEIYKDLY
G6PDH counter – L. mesenteroides G6PDH inhibition counter-screen; inhibition, % at 5 µM; Purified L. mesenteroides G6PDH, diaphorase/resazurin coupled fluorescence, 45 min; 0.12% of 200,000 active; in the data active = inhibition above about 50%
PMI activator – phosphomannose isomerase (human) activation. 0.005% of 190,000 active. activation factor at 20 µM. P34949. purified human PMI, coupled resazurin fluorescence, 20 min; stronger effect = higher value; 1 = vehicle control, 0 substrate-free wells;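 active = activation factor of 2 or more at 20 µM, relative to plate controls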
S1P3 antagonist – antagonists of human S1P3 receptor; 0.27% of 170,000 active; CHO S1P3 NFAT-BLA reporter, FRET fluorescence, antagonist mode; Q99500; AID 485; inhibition, % at 4.98 µM;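 active = inhibition above the plate cutoff, the mean inhibition of test wells on that plate plus 3 SD, cut at about 28% in these data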;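 note: cells challenged with S1P at its EC80 of 0.8 µM; blue over green emission ratio from cleaved BLA substrate after 4 h stimulation; 0% = S1P-stimulated wells and 100% = unstimulated DMSO-only wells; some compounds past the cut are filed as inactive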
Target sequence (Q99500 whole entry, looked up): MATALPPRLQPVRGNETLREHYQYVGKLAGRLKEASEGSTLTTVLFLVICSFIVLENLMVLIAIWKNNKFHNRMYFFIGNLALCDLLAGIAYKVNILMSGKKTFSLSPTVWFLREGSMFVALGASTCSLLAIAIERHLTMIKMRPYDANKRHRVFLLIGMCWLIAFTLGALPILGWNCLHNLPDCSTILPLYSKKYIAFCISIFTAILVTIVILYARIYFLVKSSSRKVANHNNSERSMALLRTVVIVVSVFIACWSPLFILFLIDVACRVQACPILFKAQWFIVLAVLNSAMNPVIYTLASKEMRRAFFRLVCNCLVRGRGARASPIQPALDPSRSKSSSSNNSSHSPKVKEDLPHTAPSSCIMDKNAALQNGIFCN
TR-FRET SRC-2 ct – TR-FRET artefact, counter-screen to PPARgamma/SRC-2 agonist assay. AID 1049. 0.4% of 200,000 active. TR-FRET ratio at 8 µM. stronger effect = higher value; in the data active = TR-FRET ratio above about 2000; note: inactives centre near 1500
PPARg SRC-2 ag – promotes SRC-2 coactivator recruitment by human PPARgamma; P37231; PPARgamma LBD-SRC-2 recruitment, biochemical; activation, % at 8 µM; 0.34% of 200,000 active; in the data active = activation above about 22%;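 note: 0% = vehicle and 100% = reference agonist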
ROMK primary – modulators of human ROMK potassium channel | Tet-inducible ROMK, thallium flux fluorescence; actives lie on both sides | B-score at 10 µM | 2% of 130,000 active;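 active = signal ratio slope over the read window, or its plate-corrected B-score, at least 3 SD from the plate mean, either direction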;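 note: B-score of the F/F0 ratio slope over 7 to 12 s after thallium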
Diaphorase act – counter-screen for diaphorase-based assays: diaphorase activators and chemical reducers; activation factor at 20 µM; 0.005% of 190,000 active; AID 1229; Diaphorase/resazurin coupled assay, resorufin fluorescence, 16 min; stronger effect = higher value; 1 = vehicle wells, 0 = NADH-free wells;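 active = diaphorase activity raised at least twofold by the compound at 20 µM; inactive = activation factor below 2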
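Material: purified diaphorase enzyme from Clostridium kluyveri / Medium: HEPES pH 7.4 buffer with MgCl2 and Tween 20 / Schedule: enzyme reaction of 16 min at room temperature / Measured by: resorufin fluorescence, excitation 544 nm, emission 590 nm / Evaluation: rise in resorufin formation, marking diaphorase activation or chemical reduction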
PMI act satM6P – increases human PMI activity with near-saturating mannose 6-phosphate. coupled PMI enzyme assay, resazurin fluorescence, 20 min; stronger effect = higher value; 1 = untreated enzyme, 0 = substrate-free blank. activation factor at 20 µM. 0.34% of 190,000 active;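 active = activation factor of 2 or more at 20 µM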
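Test system: human phosphomannose isomerase with PGI, G6PDH, diaphorase coupling enzymes; amount: 15 ng/mL PMI; incubation: enzyme reaction with compound 20 min at room temperature; technique: resorufin fluorescence (Ex 544/Em 590 nm) from resazurin via diaphorase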
PPARg SRC1 recr – promotes SRC-1 coactivator recruitment by human PPARgamma; activation, % at 8 µM; 0.41% of 200,000 active; AID 631; P37231; PPARgamma-SRC-1 coactivator recruitment biochemical assay; in the data active = activation above about 19%;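 note: 0% = DMSO and 100% = reference agonist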
Starred values were filed as active, the others as inactive; . = no result given.

[1] CCOc1ccc(C(=O)Nc2nnc(C(C)C)s2)cc1OCC
[2] O=C(Nc1ccc(F)cc1F)c1noc2c1CCC2
[3] COc1ccc(C(=O)NC(=S)N2CCC(C)CC2)cc1
[4] O=C(COC(=O)c1ccc(O)cc1)NCC1CCCO1 (stereo not given)
[5] CCCNC(=O)N1CCN(C(=O)NCCC)CC1
compound no.,1,2,3,4,5
Diaphorase inh,1,12,-1,12,9
PPARg SRC-3 ag,-5,-5,0,5,-7
G6PDH counter,0,0,10,-1,1
PMI activator,1.1,1,1,1,0.9
S1P3 antagonist,.,6,.,-4,.
TR-FRET SRC-2 ct,1409,1470,1542,1665,1378
PPARg SRC-2 ag,-11,-5,4,5,-7
ROMK primary,2.2,0.54,-0.0071,1.8,-0.091
Diaphorase act,1,0.9,1,0.9,0.9
PMI act satM6P,1,1,1.1,1,1
PPARg SRC1 recr,2,5,4,10,-4

[6] CCn1c(/C=N/NC(=O)c2ccc(OC)cc2)nc2ccccc21
[7] O=C(Cn1sc2ccccc2c1=O)NC12CC3CC(CC(C3)C1)C2
[8] O=C(c1cccc(-n2cnnn2)c1)N1CCOCC1
[9] CCCCCC(=O)Nc1ccc(N2CCN(CC)CC2)c(Cl)c1
[10] CC1(C)CC(=O)C(C=NCCC2=CCCCC2)=C(O)C1
compound no.,6,7,8,9,10
Diaphorase inh,10,12,9,17,4
PPARg SRC-3 ag,3,11,9,-2,-5
G6PDH counter,-7,-4,2,3,6
PMI activator,1,0.2,1.1,0.9,1
S1P3 antagonist,14,.,4,26,28
TR-FRET SRC-2 ct,1591,1565,1581,1648,1518
PPARg SRC-2 ag,2,10,-3,5,4
ROMK primary,-1.1,-2,-0.67,.,.
Diaphorase act,0.9,0.9,0.9,0.8,1
PMI act satM6P,1,0.3,1,1,1.1
PPARg SRC1 recr,-2,-3,-2,8,4

[11] O=C(CSCc1ccc(Cl)cc1)NN=C1CCCC1
[12] O=C(O)CCC(=O)Nc1ccc(S(=O)(=O)N2CCCC2)cc1
[13] CCOc1ccc(CNCc2ccc(C(=O)O)cc2)cc1OC
[14] CN(C(=O)COC(=O)c1ccccc1NC(=O)c1ccco1)C1CCS(=O)(=O)C1 (stereo not given)
[15] CCOc1ccc(N=C2Sc3nc4ccc(C)cc4cc3CN2CCOC)cc1
compound no.,11,12,13,14,15
Diaphorase inh,5,10,-4,10,21
PPARg SRC-3 ag,1,1,2,-1,4
G6PDH counter,7,3,-2,6,-2
PMI activator,1,0.8,1.1,1,0.9
S1P3 antagonist,-1,3,-9,-2,0
TR-FRET SRC-2 ct,1530,1682,1663,1600,1666
PPARg SRC-2 ag,-4,0,5,5,6
ROMK primary,-1.4,.,-0.31,0.72,0.63
Diaphorase act,1,0.9,1,0.9,0.8
PMI act satM6P,1,0.9,1,1,0.9
PPARg SRC1 recr,4,7,4,6,4

[16] COc1ccc(C(=O)Nc2ccccc2C(=O)NC(C)C)cc1OC
[17] CC1(C)CC(CC(=O)NC(=S)Nc2ccc([N+](=O)[O-])cc2)C(=O)O1 (stereo not given)
[18] O=C(Nc1ccc(O)cc1)/C(=C\c1ccncc1)NC(=O)c1ccccc1
[19] O=C(CSc1ncccn1)Nc1ncc(C(F)(F)F)cc1Cl
[20] Cn1c(CNC(=O)c2cccs2)nnc1SCC(=O)Nc1ccc(Cl)cc1
compound no.,16,17,18,19,20
Diaphorase inh,10,10,6,4,8
PPARg SRC-3 ag,-8,15,1,-3,7
G6PDH counter,14,5,20,5,-1
PMI activator,0.9,0.9,1.3,0.9,1
S1P3 antagonist,.,.,-10,-2,.
TR-FRET SRC-2 ct,1474,1705,1627,1752,1296
PPARg SRC-2 ag,-1,6,4,6,-3
ROMK primary,0.81,.,0.92,0.035,.
Diaphorase act,0.9,0.9,0.9,1,0.9
PMI act satM6P,1,1,0.9,1,1.1
PPARg SRC1 recr,-7,3,9,16,-1

[21] CCCOC(=O)c1ccc(NC(=O)C2C3CCC(C3)C2C(=O)O)cc1 (stereo not given)
[22] CSc1nc2ccc3nc(NC(=O)c4ccc(Cl)s4)sc3c2s1
[23] CCOC(=O)C1=C(C)N(CC)C(=S)NC1c1ccccc1OC(F)F (stereo not given)
[24] CSc1nc2ccc3nc(NC(=O)c4ccccc4)sc3c2s1
[25] CCOc1ccc2[nH]c(=O)c(CN(CCO)C(=O)c3ccccc3F)cc2c1
compound no.,21,22,23,24,25
Diaphorase inh,4,3,-3,9,8
PPARg SRC-3 ag,1,3,6,8,-6
G6PDH counter,2,-39,8,3,0
PMI activator,1,0.9,0.9,1,1.1
S1P3 antagonist,-5,.,-5,.,14
TR-FRET SRC-2 ct,1438,1620,1493,1474,1588
PPARg SRC-2 ag,-17,-1,1,9,0
ROMK primary,0.74,.,-0.03,.,1.3
Diaphorase act,1,1,1,0.9,0.9
PMI act satM6P,1,0.9,1,1,1
PPARg SRC1 recr,-5,13,5,-4,6

[26] CC(Sc1ccc(Cl)cc1)C(=O)NCc1ccc2c(c1)OCO2 (stereo not given)
[27] Cc1cc([N+](=O)[O-])ccc1NC(=O)C1CCCO1 (stereo not given)
[28] Cc1cc(CNC(=O)C(C)n2nc(C)c([N+](=O)[O-])c2C)c2ccccc2n1 (stereo not given)
[29] Cc1cc(C)nc(Nc2n[nH]c(COc3cccc4ccccc34)n2)n1
[30] CNC(=O)NC(=O)CSc1nc2cc(C(=O)OC)ccc2c(=O)n1-c1ccccc1
compound no.,26,27,28,29,30
Diaphorase inh,9,4,6,12,12
PPARg SRC-3 ag,13,-1,2,-3,7
G6PDH counter,0,20,2,-2,6
PMI activator,0.8,0.9,1,0.9,1
S1P3 antagonist,.,14,-4,.,-31
TR-FRET SRC-2 ct,1724,1634,1473,1543,1468
PPARg SRC-2 ag,-1,-1,2,1,4
ROMK primary,0.29,-0.71,-0.15,.,.
Diaphorase act,0.9,1,0.9,0.9,0.9
PMI act satM6P,0.9,1,1,0.9,1
PPARg SRC1 recr,4,-7,-3,0,5

Some of the entries so far, with two lines to a compound.
The line under a structure holds: Diaphorase inh, PPARg SRC-3 ag, G6PDH counter, PMI activator, S1P3 antagonist, TR-FRET SRC-2 ct, PPARg SRC-2 ag, ROMK primary, Diaphorase act, PMI act satM6P, PPARg SRC1 recr
5	CCCNC(=O)N1CCN(C(=O)NCCC)CC1
    9, -7, 1, 0.9, ., 1378, -7, -0.091, 0.9, 1, -4
6	CCn1c(/C=N/NC(=O)c2ccc(OC)cc2)nc2ccccc21
    10, 3, -7, 1, 14, 1591, 2, -1.1, 0.9, 1, -2
7	O=C(Cn1sc2ccccc2c1=O)NC12CC3CC(CC(C3)C1)C2
    12, 11, -4, 0.2, ., 1565, 10, -2, 0.9, 0.3, -3
8	O=C(c1cccc(-n2cnnn2)c1)N1CCOCC1
    9, 9, 2, 1.1, 4, 1581, -3, -0.67, 0.9, 1, -2
9	CCCCCC(=O)Nc1ccc(N2CCN(CC)CC2)c(Cl)c1
    17, -2, 3, 0.9, 26, 1648, 5, ., 0.8, 1, 8
10	CC1(C)CC(=O)C(C=NCCC2=CCCCC2)=C(O)C1
    4, -5, 6, 1, 28, 1518, 4, ., 1, 1.1, 4

Remaining list, next part:
[31] CCOC(=O)c1cn(-c2nc(-c3ccc(Cl)cc3)cs2)c2c(F)c(N3CC(C)OC(C)C3)c(F)cc2c1=O (stereo not given)
[32] CN(/N=C/c1ccncc1)c1cnn(-c2ccc(F)c(Cl)c2)c(=O)c1Cl
[33] CCC(C)(C)n1nnnc1CN(Cc1cc2cc(OC)ccc2[nH]c1=O)C1CCCC1
[34] Clc1ccc(OCCN2CCOCC2)cc1Cl
[35] Fc1ccc(N=C2NN=C(c3cc(F)ccc3F)CS2)cc1
compound no.,31,32,33,34,35
Diaphorase inh,1,-2,25,11,18
PPARg SRC-3 ag,-2,0,14,-9,7
G6PDH counter,4,5,-1,17,7
PMI activator,1.1,1,0.9,0.9,0.7
S1P3 antagonist,.,.,17,.,4
TR-FRET SRC-2 ct,1558,1568,1824,1474,1425
PPARg SRC-2 ag,7,6,11,-3,6
ROMK primary,0.44,0.23,.,.,.
Diaphorase act,1,1,0.7,0.9,0.8
PMI act satM6P,1.1,1.1,0.8,0.9,0.8
PPARg SRC1 recr,-1,18,-1,2,7

[36] CC(=O)Nc1c(O)c2ccccc2[nH]c1=O
[37] O=C(NNc1ccccc1[N+](=O)[O-])Nc1ccc(F)cc1
[38] CC(C)c1ccccc1NC(=O)COc1ccc2c(=O)c(Oc3ccc4ccccc4c3)coc2c1
[39] O=C(NCc1cccs1)C1CCCN(S(=O)(=O)c2ccc(Br)s2)C1 (stereo not given)
[40] Cc1cc(/C=N/NC(=O)CC2(C)OCCO2)c(C)n1-c1ccc(Cl)c(Cl)c1
[41] CC(/C=C/c1ccco1)=N/NC(=O)c1ccccc1Cl
compound no.,36,37,38,39,40,41
Diaphorase inh,39,13,20,8,22,14
PPARg SRC-3 ag,8,2,3,0,-2,-3
G6PDH counter,12,8,4,-1,13,3
PMI activator,0.8,0.9,1,0.9,0.9,1
S1P3 antagonist,8,16,7,.,.,.
TR-FRET SRC-2 ct,1663,1602,1622,1662,1587,1483
PPARg SRC-2 ag,2,4,2,-4,3,-7
ROMK primary,0.26,-0.13,.,0.16,0.83,.
Diaphorase act,0.6,0.9,0.8,0.9,0.8,0.9
PMI act satM6P,0.8,0.9,0.9,1,0.9,1
PPARg SRC1 recr,3,3,-1,0,0,-4
